Casp6 inh: inhibitors of human caspase-6; P55212; 0.53% of 350,000 active; inhibition, % at 12.5 µM; AID 686996; purified caspase-6, Z-VEID-R110 cleavage fluorescence;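 active means mean inhibition across replicates at least about 35%, with every replicate also reaching that limit, limit read from the data; inconclusive means only one of the two criteria met; inactive means neither criterion met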;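 further: 0% = median of neutral control wells and 100% = no fluorescence left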
Target sequence (P55212 24-179 limits assumed): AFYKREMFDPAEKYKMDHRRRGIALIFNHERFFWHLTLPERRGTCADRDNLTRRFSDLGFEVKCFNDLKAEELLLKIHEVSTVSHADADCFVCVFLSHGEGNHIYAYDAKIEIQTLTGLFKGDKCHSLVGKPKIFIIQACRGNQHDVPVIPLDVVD
Target sequence (P55212 194-293 limits assumed): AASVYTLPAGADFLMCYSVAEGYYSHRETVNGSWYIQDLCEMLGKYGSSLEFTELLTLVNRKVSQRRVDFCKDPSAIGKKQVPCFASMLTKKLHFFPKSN
PGC1a acetyl inh: PGC1a acetylation modulation, inhibitor mode | U2OS PGC1a acetylation, AlphaScreen anti-acetyl-lysine; with virally co-expressed GCN5 acetyltransferase | inhibition, % at 15.6 µM | 0.17% of 350,000 active;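 active means every replicate shows inhibition of at least 40%; inconclusive means mean inhibition at least 40% but some replicate below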;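 further: 0% = neutral control wells and 100% = positive control wells; some results beyond the cut were filed as inactive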
miR122 inh: inhibitors of miR-122 in Huh7 cells | activation (reporter increase), % at 12.5 µM | 0.3% of 340,000 active | AID 602342 | Huh7 miR-122 Renilla luciferase sensor, 48 h; neutral wells = 0, positive control = 100;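 active means mean replicate activation score at least 90 and every replicate individually at or above 90; inconclusive means only one of the two criteria met; inactive means neither criterion met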;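 further: higher luciferase means less miR-122 activity so hits act as miR-122 inhibitors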
LGR2 inh: Drosophila LGR2 receptor signaling inhibition. HEK293 LGR2, CRE-luciferase, bursicon-stimulated, 4 h. 0.35% of 380,000 active. inhibition, % at 9.99 µM;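 active means drop in luminescence signal, shown as inhibition above about 50% in the replicate tests, limit read from the data, passing the limit was not always enough; inconclusive means probably only some replicates passing the limit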;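 further: agonist challenge used bursicon conditioned medium at about half maximal strength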
EWS-Fli block: blocks EWS/Fli oncoprotein-driven transcription; A673 NR0B1-luciferase reporter, viability-normalised; inhibition, % at 12.6 µM; 0.67% of 350,000 active; AID 651661;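 active means mean inhibition of at least 50% after viability correction, with every replicate also passing that limit; inconclusive means mean reaches 50% but only one of two replicates passes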;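 further: firefly luciferase signal divided by Alamar Blue viability fluorescence both relative to DMSO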
Cneo AK release: causes C. neoformans cell lysis; adenylate kinase release luminescence, 4 h; normalised: neutral wells 0, clomiphene wells 100; lysis activity, % at 15 µM; 0.2% of 360,000 active;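 active means mean lysis activity across replicates of at least 80%, whatever share of replicates individually reach that level; inactive means mean lysis activity below 80%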
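Test system: log-phase Cryptococcus neoformans yeast cells. Input: 5 × 10^6 yeast cells/mL. Medium: fresh YPD growth medium. Doses: single dose. Incubation: static 4 h at 37 °C with compound, 1 h detection. Measured by: luminescent adenylate kinase detection reagent. Read-out: signal increase indicating cell lysis. Benchmarks: Clomiphene.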
FN deposition inh: fibronectin deposition inhibition | AH1F fibroblasts, Alexa488-fibronectin deposition fluorescence, overnight | inhibition, % at 12.6 µM | 0.086% of 350,000 active;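 active means mean inhibition across replicates of 30% or more, regardless of how many single replicates reach that level; inconclusive means mean under 30% yet at least half of replicates reach 30%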;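 further: positive control wells lacked labelled fibronectin entirely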
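Material: AH1F fibroblast monolayer depositing Alexa488-labelled fibronectin into matrix / Amount: 10000 AH1F cells per well / Signal: fluorescence 485/525 nm / Medium: DMEM, 2% serum / Compound: single dose, pinned / Incubation: 1 h cell adhesion before compound, then overnight fibronectin incubation / Reagent: Alexa488-FN, 24 nM final / Read-out: inhibition of fibronectin deposition signal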
PAX8 reporter: PAX8 transcriptional activity inhibition. RMG-I TPO-luciferase reporter, SteadyGlo, 24 h. 1.2% of 360,000 active. AID 652154. inhibition, % at 12.6 µM;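 active means mean replicate inhibition at least 60% with every replicate also reaching 60%; inconclusive means only one of the two criteria is met; inactive means mean below 60% and not all replicates reaching 60%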;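 further: luciferase light reporting Pax8 driven TPO promoter activity; plate controls were median of neutral control wells for no effect and mitoxantrone controls for full effect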
The depositor's hits bear a star; ? = inconclusive; nt = not tested or not shown; & = joins results of further samples; [ ] = another dose, or the depositor's remark. The order is random; any-hit rate near 2.5%.

SMILES	Casp6 inh	PGC1a acetyl inh	miR122 inh	LGR2 inh	EWS-Fli block	Cneo AK release	FN deposition inh	PAX8 reporter
COc1ccc(C(=O)NCc2nnc(SCC(=O)N3CCc4ccccc43)n2CCc2ccccc2)cc1	-2	5	-8	7	?	-3	4	28
COc1ccc(C(=O)NNC(=O)c2ccncc2)cc1	nt	6	1	22	nt	11	nt	nt
COc1ccc(C2=NN(C(=O)CSc3nnc(C)c(=O)n3N)C(c3ccco3)C2)cc1 (configuration not stated)	0	7	nt	-39	-12	nt	3	-20
COc1ccc(N2CCN(C(C)C(=O)N(C)Cc3ccccc3)CC2)cc1 (configuration not stated)	nt	nt	nt	10	-5	0	-6	-8
CCCC(=O)N1CCC1(C)C(=O)NS(=O)(=O)c1ccc(C#N)cc1 (configuration not stated)	2	7	1	-6	-13	0	5	-8
COC(=O)c1cc(OC)c(OC)cc1NC(=O)c1ccc(C)o1	0	2	-6	17	-1	nt	nt	nt
O=C(Cc1ccccc1[N+](=O)[O-])N1CCN(S(=O)(=O)c2ccccc2)CC1	0	11	nt	15	5	-5	6	17
COc1ccc(C(=O)Nc2c(O)ccc3ccccc23)cc1OC	11	-1	4	-7	-3	-3	-2	39
COc1cc(/C=C2/C(=O)ON=C2C)ccc1OCc1ccccc1F	nt	24	-2	nt	nt	-5	-5	nt
CCCc1nn2c(=O)cc(COc3ccc(NC(=O)c4ccco4)cc3)nc2s1	0	-2	-2	-10	5	10	3	-12
C[C@H](CO)N1C[C@H](C)[C@@H](CN(C)C(=O)Nc2ccc(F)cc2)OCCCC[C@H](C)Oc2ccc(NC(=O)CCCN(C)C)cc2C1=O	-12	7	1[16.7 µM]	5	-8	-1	nt	-6
COc1ccc(S(=O)(=O)Nc2cccc3c2O[C@@H](CN(C)Cc2ccc(Oc4ccccc4)cc2)[C@@H](C)CN([C@H](C)CO)C3=O)cc1	0	0	4[16.7 µM]	-5	20	4	nt	nt
Cc1nnc(N2C(=O)C(=O)/C(=C(\O)c3ccc4c(c3)CC(C)O4)C2c2ccccc2)s1 (configuration not stated)	1	5	-7	0	-10	-4	-16	3
Cc1nc(N2CCN(Cc3ccc(Cl)cc3)CC2)c2oc3ccccc3c2n1	0	nt	-1	nt	5	12	1	19
Cc1nc2ccc(C(=O)N3c4ccccc4CC3C)cc2s1 (configuration not stated)	4	nt	1	-5	19	-5	1	15
Cn1c(Sc2ccc([N+](=O)[O-])cc2C(F)(F)F)nnc1-c1ccccc1	nt	-8	12	nt	nt	2	7	14
C=CCn1c(SCCN2CCOCC2)nc2c1c(=O)[nH]c(=O)n2C	nt	3	0	nt	nt	-2	3	11
NC(=O)C1CCN(Cc2nc3c(Br)cc(Br)cc3c(=O)[nH]2)CC1	4	4	nt	-11	-6	nt	-2	-2
CSc1nc2ccc(NS(=O)(=O)c3ccc([N+](=O)[O-])cc3)cc2s1	0	23	3	-18	1	1	11	-4
Cc1nn(-c2cccc(C(F)(F)F)c2)c(=O)c2ccccc12	-1	-10	3	-10	-31	0	1	8
O=C(O)c1ccc(-n2nnnc2SCc2ccccc2Br)cc1	-1	1	-4	-1	9	-1	-4	10
OCCNCCCCOc1ccc(F)cc1	-5	-14	-1	10	nt	1	nt	nt
CN(C)S(=O)(=O)c1ccc(C(=O)Nc2ccc3nc(N4CCOCC4)sc3c2)cc1	-1	nt	nt	nt	-17	-1	3	-12
CCC(=O)N1C[C@H](C)[C@@H](OC)CN(C)C(=O)c2ccc(NC(=O)Nc3cccc(F)c3)cc2OC[C@@H]1C	-2	-8	3[16.7 µM]	-4	8	-13	-1	nt
CCCOc1ccccc1/C=C1\SC(N)=NC1=O	1	20	-2	6	12	1	12	0

Look-ups from the results shown.
miR122 inh with COc1cc(/C=C2/C(=O)ON=C2C)ccc1OCc1ccccc1F reads -2
EWS-Fli block with Cc1nn(-c2cccc(C(F)(F)F)c2)c(=O)c2ccccc12 reads -31

(continued)
SMILES	Casp6 inh	PGC1a acetyl inh	miR122 inh	LGR2 inh	EWS-Fli block	Cneo AK release	FN deposition inh	PAX8 reporter
COc1ccc(N(CC(=O)NCc2ccc3c(c2)OCO3)S(=O)(=O)c2ccc(O)c(C(=O)O)c2)cc1	-1	-3	-3	10	2	1	2	3
CCCCCNC(=O)[C@@H]1CSC2c3ccccc3C(=O)N21 (some centres not stated)	1	nt	nt	6	1	nt	11	-7
C[C@H]1CN([C@@H](C)CO)C(=O)Cc2cc(NC(=O)Nc3cccc4ccccc34)ccc2O[C@@H]1CN(C)C(=O)Nc1cccc2ccccc12	nt	-1	0[16.7 µM]	-3	-4	-7	nt	9
C[C@H]1CCCCO[C@H](CN(C)C)[C@@H](C)CN([C@@H](C)CO)C(=O)c2cc(NC(=O)c3ccccc3)ccc2O1	2	-10	2[16.7 µM]	-3	-4	-4	nt	3
CSCCC(NC(=O)CCC(=O)OCC(=O)[C@@]1(O)CCC2[C@@H]3CCC4=CC(=O)C=C[C@]4(C)C3[C@@H](O)C[C@@]21C)C(=O)O (some centres not stated)	3	6	-3	6	-4	-3	1	1
Cc1noc(C)c1NC(=O)N(C)C[C@@H]1Oc2c(NC(=O)C3CCCCC3)cccc2C(=O)N([C@@H](C)CO)C[C@@H]1C	2	0	-4[16.7 µM]	-2	3	-3	nt	-2
CCN1/C(=N\N)c2cccc3cccc1c23	1	nt	nt	-9	9	nt	-7	4
O=[N+]([O-])c1ccc(S(=O)(=O)N2CCN(c3ccccn3)CC2)cc1	1	11	nt	nt	-14	0	-4	-6
CCOC(=O)c1cnc2c(C(=O)OCC)cnn2c1N	-2	1	-4	-3	-27	0	-3	-20
Cn1c(=O)cc(OCC(=O)NC2CCCCC2)c2ccccc21	nt	-6	5	nt	nt	1	7	nt
O=C(Cc1ccc(Cl)c(Cl)c1)N1CCOCC1	0	9	-3	6	-3	4	5	0
Cc1[nH]c2ccccc2c1C(=O)CN1C(=O)C(=O)N(Cc2ccco2)C1=O	-1	-1	6	5	-6	nt	1	-11
COc1ccc(NC(=O)COC(=O)CCc2cc(OC)c(OC)c(OC)c2)c([N+](=O)[O-])c1	2	nt	nt	10	2	2	3	-8
S=C1NC2(CCCCCC2)NN1c1ccccc1	-2	nt	nt	-23	-12	nt	4	-4
C[C@@H]1CN([C@@H](C)CO)C(=O)c2cc(C#Cc3ccc(F)cc3)cnc2O[C@H]1CN(C)C(=O)Nc1ccc(F)cc1	-3	-8	2[16.7 µM]	-6	9	-1	-4	nt
COc1ccc(S(=O)(=O)Nc2ccc3c(c2)C(=O)N([C@@H](C)CO)C[C@H](C)[C@@H](CN(C)C(=O)NC(C)C)O3)cc1	nt	-5	-4[16.7 µM]	-2	2	nt	nt	nt
O=C(CSc1ncccn1)N1CCN(S(=O)(=O)c2ccccc2)CC1	2	11	1	-20	-13	-2	3	9
CCOC(=O)COc1c(OC)cc(Cl)cc1C1Nc2ccccc2C(=O)N1c1ccccc1 (configuration not stated)	-1	-11	1	-6	7	2	nt	nt
CC(=O)NS(=O)(=O)c1ccc(NS(=O)(=O)c2ccc3ccccc3c2)cc1	2	0	-8	14	2	-1	-1	-4
COc1ccc(NC(=O)N(C)C[C@@H]2Oc3ncc(C#CC(C)(C)O)cc3C(=O)N([C@H](C)CO)C[C@@H]2C)cc1	0	12	9[16.7 µM]	1	-18	-2	nt	nt
CCCc1nc2ccccc2c(C(=O)OCC(=O)NCc2ccc3c(c2)OCO3)c1CC	5	nt	nt	4	20	nt	-4	5
C[n+]1cccc(NC(=O)c2ccccc2)c1	-1	nt	nt	10	-9	nt	-1	2
COCCNC(=O)C12CC3CC(CC(Cl)(C3)C1)C2	-7	-1	5	-5	-1	1	1	-4
COc1cccc(NC(=S)N2CCN(S(C)(=O)=O)CC2)c1	1	nt	2	8	nt	1	5	-3
Cc1ccc(C(=O)Nc2ccccc2-c2ccccc2)cc1[N+](=O)[O-]	2	-12	3	13	13	-2	nt	nt

(list continues)
SMILES	Casp6 inh	PGC1a acetyl inh	miR122 inh	LGR2 inh	EWS-Fli block	Cneo AK release	FN deposition inh	PAX8 reporter
CCN1CCN(CCC(=O)Nc2cc(OC)cc(OC)c2)CC1	-19	nt	nt	6	21	1	2	0
COc1cc(NS(=O)(=O)c2ccc3[nH]c(=O)[nH]c3c2)cc(OC)c1	3	25	11	11	-7	-4	7	-9
Cc1ccc(C)c(OCCNc2ncccc2[N+](=O)[O-])c1	2	nt	1	1	-17	7	2	-49
Cc1noc(C)c1NC(=O)Nc1ccc2c(c1)CC(=O)N([C@H](C)CO)C[C@@H](C)[C@@H](CN(C)C(=O)NC(C)C)O2	nt	2	1[16.7 µM]	4	-4	3	nt	-6
Cc1noc(C)c1S(=O)(=O)Nc1ccc2c(c1)C(=O)N([C@H](C)CO)C[C@H](C)[C@@H](CN(C)Cc1ccccc1)OCCCC[C@H](C)O2	5	-2	6[16.7 µM]	6	3	0	4	-5
CC(C)n1cc2c(N)ncnc2n1	-1	nt	-8	-13	10	1	-4	-1
COc1ccc(CCNC(=O)COc2ccc(S(=O)(=O)NC(C)C)cc2)cc1OC	2	-3	4	-17	2	nt	5	5
CCOC(=O)c1sc(NC(=O)CC)c(C#N)c1C	2	3	1	1	1	2	-1	-4
OC[C@H]1[C@@H](c2ccc(C3=CCCC3)cc2)[C@@H]2CN(CCC(F)(F)F)CCCCN12	0	-12	-26[16.7 µM]	nt	9	-1	nt	3
COc1ccc(C(=O)NC2CC2)cc1OC1CCN(Cc2ccc(NC(C)=O)cc2)CC1	-3	2	-3	12	3	-1	8	0
COc1ccc(CN2C(=O)c3ccccc3C2C(=O)NCc2cccnc2)c(OC)c1 (configuration not stated)	-1	3	8	20	5	nt	nt	nt
CO[C@@H]1CN(C)C(=O)c2ccc(NC(=O)C3CCC3)cc2OC[C@H](C)N(Cc2ccccn2)C[C@H]1C	0	-5	nt	-10	0	3	-1	0
c1ccc(CNC2=NCCCC2)cc1	nt	4	0	15	nt	-3	nt	nt
CC(C)NC(=O)N(C)C[C@@H]1Oc2cc(C#Cc3ccc(F)cc3)ccc2S(=O)(=O)N([C@H](C)CO)C[C@@H]1C	1	5	13[16.7 µM]	6	19	0	nt	nt
Cc1ccc(S(=O)(=O)N2CCCC2CNC(=O)c2ccc(F)c(F)c2)cc1 (configuration not stated)	0	-54	nt	-18	14	7	5	40
CC(C)Cn1c(-c2ccco2)nc2c(c(=O)c3ccccc3n2C)c1=O	6	nt	nt	0	-4	nt	0	13
Cc1ccc(C(=O)NCCCN2CCOCC2)c(C)c1	1	7	0	-4	-28	1	2	-31
CC(C)NC(=O)Nc1ccc2c(c1)C(=O)N([C@H](C)CO)C[C@H](C)[C@@H](CN(C)C(=O)Nc1ccc3c(c1)OCO3)O2	0&2	8&5	-1	-12&35	-15&-1	-3	0	-21&14
NC(=O)COC(=O)CC(c1ccccc1)c1ccccc1	-1	nt	nt	-6	-4	nt	-3	3
O=S(=O)(c1ccc2nc(SCc3ccc(Cl)cc3)[nH]c2c1)N1CCOCC1	0	7	1	3	-1	-1	-4	4
Cc1ccc(NC(=O)c2ccc3c(c2)OCCO3)nc1	-2	-13	nt	49	35	-7	8	-9
O=C(COC(=O)c1ccco1)Nc1ccc([N+](=O)[O-])cc1Cl	3	5	0	4	-3	-1	7	-13
COc1ccc(N2CCN(Cc3cc(=O)oc4cc5c(cc34)CCCC5)CC2)cc1	nt	-12	-6	-18	nt	-2	nt	nt
